S2 tox – cell viability loss in ATXN counter-screen; S2 cells (HEK-293 line with an ATXN2-luciferase reporter) viability, CellTiter-Fluor protease fluorescence, 24 h; Potency, µM (titrated, usually from 56.7 µM), most hits filed as cytotoxic; 400,000 compounds, 0.49% hits; further: potency means the concentration at half of the fitted maximal effect; nearly all actives have a fitted effect of over 40% in size
ATXN2 expr inh – ATXN2 expression inhibition; HEK-293 ATXN2-luciferase reporter, luminescence, 24 h; Potency, µM (top dose mostly 57 µM), inactives show top-dose activity change, negative = inhibition, actives largely listed as inhibitors; 360,000 compounds, 0.72% hits; AID 1745845; further: potency means the concentration at half of the fitted maximal effect; on the % scale 0 is the no-effect control and ±100 the full control effect; nearly all actives have a fitted effect of over 55% in size
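ATXN2-luciferase reporter cells (luciferase flanked by upstream and downstream ATXN2 gene portions) were treated 24 h at 37 °C with compounds at up to 57 uM. SteadyGlo luminescence gave expression; GF-AFC fluorescence gave viability.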
IL-2 act – IL-2 activation. IL-2 activation reporter assay, cell-based qHTS; stimulated with anti-CD3/CD4/CD28 beads; in transgenic mouse T cells. activation, % (series mostly up to about 46 µM). 360,000 compounds, 0.065% hits. AID 652025; in the data active means activation above about 50%; inconclusive means mostly about 30% to 49%; further: 0% is about no effect
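Readout: EGFP and DsRed signals by fluorescent plate cytometry. Unstimulated transgenic mouse T cells received compound 60 min before antibody-bead stimulation, then incubated 18 h at 37 degrees C.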
Nrf2 block – Nrf2 pathway inhibition. Potency, µM (doses to about 46 µM), for inactives: top-dose activity change, negative = inhibition, actives largely listed as inhibitors. A549 ARE-Fluc reporter, luciferase luminescence, 18-24 h. AID 504444. 360,000 compounds, 2.1% hits; further: potency means the concentration at half of the fitted maximal effect; on the % scale 0 is the no-effect control and ±100 the full control effect; nearly all actives have a fitted effect of over 60% in size
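Two sequential reads on A549 ARE_Fluc cells exposed to compound for 18-24 h: a CellTiter-Fluor fluorescence read for viability, then a luciferase luminescence read for Nrf2/ARE activity.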
A549 viability – kills or reduces viability of A549 cells in Nrf2 counter-screen; A549 ARE-Fluc cells, CellTiter-Fluor viability, 18-24 h; Potency, µM (doses to about 46 µM), inactives show top-dose activity change, negative = cytotoxicity, hits mostly inhibitors; 390,000 compounds, 0.16% hits; AID 504648; further: potency means the concentration at half of the fitted maximal effect; on the % scale 0 is the no-effect control and ±100 the full control effect
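Cytotoxicity counterscreen: CellTiter-Fluor fluorescence was measured in A549 ARE_Fluc cells after 18-24 h of compound exposure in a concentration series. The subsequent BugLite luminescent read reports ARE-luciferase activity.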
Nrf2 ARE act – Nrf2 pathway activation; AREc32 ARE-luciferase reporter (MCF7-derived line), luminescence, 24 h; Potency, µM (series often up to 46.1 µM), for the others: at the top dose activation, actives largely listed as activators; 410,000 compounds, 0.31% hits; AID 624171; further: potency means the concentration at half of the fitted maximal effect; % of control where 0% means no effect; nearly all actives have a fitted effect of over 65% in size
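AREc32_Fluc, 1000 cells/well, OPTI-MEM + 5% FBS, o/n 37 deg C 5% CO2; 23 nL cpd by pin tool, 24 hr; Steady-Glo 30 min RT, luminescence.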
TGFb inhibitor – blocks TGF-b signaling; HepG2 CAGA-GFP TGF-b/SMAD3 reporter, GFP fluorescence, 18 h; TGF-beta stimulated, 500 pg/mL final; Potency, µM (series often up to 46.1 µM), for inactives: at the highest dose activity, negative = inhibition, most hits filed as inhibitors; 410,000 compounds, 1.2% hits; AID 588855; further: potency means the concentration at half of the fitted maximal effect; on the % scale 0 is the no-effect control and ±100 the full control effect; nearly all actives have a fitted effect of over 65% in size
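Per well, imaged GFP fluorescence of HEPG2 CAGA-GFP cells gives the signal; cells get compound, then TGF-beta (500 pg/mL final), 18 h at 37 degrees C; %Activity versus -TGF-beta and +DMSO controls.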
HepG2 tox – HepG2 cytotoxicity, counter-screen for TGF-b inhibitors | HepG2 CAGA-GFP viability, ATP luminescence, 18 h | Potency, µM (highest dose often 46.1 µM), for inactives: top-dose activity change, negative = cytotoxicity, usual class: cytotoxic | 410,000 compounds, 0.76% hits; further: potency means the concentration at half of the fitted maximal effect; some results filed as inactive show a strong effect at the top dose
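HepG2 CAGA-GFP cells (1000/well, DMEM with 1% FBS) received compound, then TGF-beta at 500 pg/mL final, and were incubated 18 hours at 37 degrees C. Viability was read by CellTiter-Glo luminescence. Media-only wells were set as complete cell-killing and DMSO as no toxicity.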
EPAC2 agonist – EPAC2 (human) agonism | Q8WZA2 | EPAC2 activation, biochemical qHTS; response scale: 100% = 6.5 mM cAMP response | Potency, µM (series often up to 154 µM), for inactives: top-dose activation, hits mostly activators | 360,000 compounds, 0.079% hits; further: potency means the concentration at half of the fitted maximal effect; nearly all actives have a fitted effect of over 50% in size
Target sequence (Q8WZA2 whole entry, looked up): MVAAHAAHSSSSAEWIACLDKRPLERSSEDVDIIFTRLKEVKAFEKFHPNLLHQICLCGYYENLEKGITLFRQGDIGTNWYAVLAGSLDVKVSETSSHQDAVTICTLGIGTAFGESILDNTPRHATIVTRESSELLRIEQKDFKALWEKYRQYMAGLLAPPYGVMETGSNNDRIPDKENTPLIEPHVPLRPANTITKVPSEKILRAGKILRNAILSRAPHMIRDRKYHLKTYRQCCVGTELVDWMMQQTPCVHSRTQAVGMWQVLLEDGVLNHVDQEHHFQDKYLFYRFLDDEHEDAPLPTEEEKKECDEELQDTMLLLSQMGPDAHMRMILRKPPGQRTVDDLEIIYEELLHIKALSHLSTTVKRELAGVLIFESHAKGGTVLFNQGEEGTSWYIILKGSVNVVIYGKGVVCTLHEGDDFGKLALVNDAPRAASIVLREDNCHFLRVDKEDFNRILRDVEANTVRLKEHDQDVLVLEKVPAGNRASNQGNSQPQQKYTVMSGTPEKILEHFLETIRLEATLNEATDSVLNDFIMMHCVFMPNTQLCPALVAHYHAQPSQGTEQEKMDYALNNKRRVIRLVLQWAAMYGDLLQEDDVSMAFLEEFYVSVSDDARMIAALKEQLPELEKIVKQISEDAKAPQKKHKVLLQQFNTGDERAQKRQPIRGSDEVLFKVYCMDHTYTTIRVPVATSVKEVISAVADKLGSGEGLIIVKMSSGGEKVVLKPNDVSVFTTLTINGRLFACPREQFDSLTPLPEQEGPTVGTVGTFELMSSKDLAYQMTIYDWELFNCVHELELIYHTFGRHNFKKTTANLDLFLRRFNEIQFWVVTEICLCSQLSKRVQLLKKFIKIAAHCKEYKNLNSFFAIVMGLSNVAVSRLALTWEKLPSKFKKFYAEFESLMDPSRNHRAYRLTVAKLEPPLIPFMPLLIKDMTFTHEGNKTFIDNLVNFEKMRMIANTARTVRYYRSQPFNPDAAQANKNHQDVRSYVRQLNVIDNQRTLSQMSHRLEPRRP
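Setup: EPAC2 100 nM, labeled Rap1B complex 250 nM, free GDP 50 uM. Compound titrations pinned in, brief spin, 5 min room temperature incubation. Kinetic fluorescence read over 30 min, normalized to 6.5 mM cAMP.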
Numbers without * were called inactive; i = inactive; ? = inconclusive; . = no result given; [ ] = remark or other dose. Unless noted, the call rests on the fitted dose curve; in most records, active means well fitted curve in the direction sought with a large enough effect; inconclusive means small, poorly fitted or top-dose-only effect, or another doubt; inactive means no such curve, though single readings can be large; an effect the other way counts as inactive or inconclusive.

Start of the listing, in advance, three compounds:
SMILES	S2 tox	ATXN2 expr inh	IL-2 act	Nrf2 block	A549 viability	Nrf2 ARE act	TGFb inhibitor	HepG2 tox	EPAC2 agonist
Cc1cc(/C=C2\SC(=O)N(C)C2=O)c(C)n1-c1ccc(S(N)(=O)=O)cc1	i	.	1.4	0%	-6%	13%	9%	-18%	-5%
CCOc1cc(C=O)ccc1OCC(N)=O	i	.	-3.4	-19%	-3%	0.7%	17%	6%	3%
Cc1ccc(C)c(-n2c(SCC(N)=O)nnc2-c2ccccn2)c1	?	-4%	2.1	3%	-5%	-0.5%	-3%	1%	0%

The whole of this part, from the first entry:
SMILES	S2 tox	ATXN2 expr inh	IL-2 act	Nrf2 block	A549 viability	Nrf2 ARE act	TGFb inhibitor	HepG2 tox	EPAC2 agonist
Cc1cc(/C=C2\SC(=O)N(C)C2=O)c(C)n1-c1ccc(S(N)(=O)=O)cc1	i	.	1.4	0%	-6%	13%	9%	-18%	-5%
CCOc1cc(C=O)ccc1OCC(N)=O	i	.	-3.4	-19%	-3%	0.7%	17%	6%	3%
Cc1ccc(C)c(-n2c(SCC(N)=O)nnc2-c2ccccn2)c1	?	-4%	2.1	3%	-5%	-0.5%	-3%	1%	0%
COc1ccc(C(C)(C)C)cc1NC(=O)COC(=O)C1=NNC(=O)CC1	i	-23%	0.2	1%	1%	-0.2%	10%	0%	6%
CC(=O)N1CCN(C(=O)c2ccc3c(c2)S(=O)(=O)c2ccccc2C3=O)CC1	i	1%	0.3	-7%	6%	-0.5%	0%	-15%	1%
COc1ccccc1NC(=O)NC1CCCc2ccccc21 (stereo not given)	i	3%	-1.7	-23%	0%	-0.4%	-1%	0%	4%
COc1ccc(C)cc1NC(=O)C1CCCN1S(=O)(=O)c1ccc2c(c1)CCC(=O)N2 (stereo not given)	i	-7%	-1.8	-27%	0%	6.1%	-7%	-11%	5%
O=C(Cc1ccc(F)cc1)N/N=C/c1ccc2c(c1)OCO2	i	13%	-0.7	?	1%	0.0%	4%	1%	-3%
OC(COc1ccc2c(c1)OCO2)CN1CCN(c2ccccc2)CC1 (stereo not given)	i	-5%	-2.6	-1%	1%	-0.5%	6%	-7%	12%
O=C(OCC1CCNCC1)c1ccc2c(c1)OCO2	i	0%	2.4	2%	-1%	-0.3%	-11%	-2%	6%
CC(NCc1ccccc1OC1CCCC1)c1ccccc1 (stereo not given)	i	-32%	-4.6	-2%	7%	5.8%	?	-39%	-2%
CC(C)CC(N)c1csc(Nc2ccc(C(=O)NCCCO)cn2)n1 (stereo not given)	i	9%	0.0	.	.	4.2%	16%	-25%	5%
CC1CC1C(=O)Nc1ccc(S(=O)(=O)N2CCCCC2)cc1 (stereo not given)	i	-2%	-4.6	?	-20%	0.2%	-13%	-2%	-4%
CCOC(=O)N1CCC(NC(=O)CS(=O)Cc2nc(-c3ccc(Cl)cc3)oc2C)CC1 (stereo not given)	i	.	-0.5	-54%	-10%	0.1%	?	-29%	-6%
CC(NC(=O)c1ccccc1)C(=O)OCn1nnc2ccccc2c1=O (stereo not given)	i	-10%	0.7	-7%	2%	0.1%	5%	-33%	11%
COc1ccc(CNC(=O)C(CC(C)C)N2Cc3ccccc3C2=O)cc1 (stereo not given)	.	.	.	?	0%	0.5%	?	2%	.
COc1ccc(CNC(=O)CN(C(=O)CCC(=O)Nc2ccccn2)c2ccc(C)cc2)cc1	i	6%	2.4	-1%	1%	-0.1%	-22%	-31%	5%
CC(C)C(=O)Nc1cccc(NC(=S)NC(=O)C(c2ccccc2)c2ccccc2)c1	i	-24%	-2.0	?	-21%	3.8%	?	1%	17%
O=C1CCCC(=O)N1c1ccc(N2CCN(c3ccccc3)CC2)c([N+](=O)[O-])c1	i	-15%	-0.6	4%	1%	-0.7%	8%	-7%	8%
COc1cccc(C2=NOC(C(=O)NCc3ccccc3)C2)c1 (stereo not given)	i	3%	-0.3	-36%	-24%	2.9%	-16%	17%	-9%
Cc1ccsc1C(=O)OCC(=O)N1CCN(C(=O)c2ccco2)CC1	i	0%	3.9	12%	5%	0.5%	0%	-6%	2%
CCS(=O)(=O)c1ccc(C(=O)NC2CC2)c(Cl)c1Cl	i	-3%	0.8	2%	24%	-0.4%	1%	-22%	6%
c1ccc(CN2C3=NCCCN3c3ccccc32)cc1	i	-30%	1.9	.	-14%	-0.5%	-20%	-6%	-15%
Cc1cccc(C2c3[nH]c4ccccc4c3CCN2C(=O)Cc2nc(-c3ccccc3)n[nH]2)n1 (stereo not given)	?	-31%	-3.6	-33%	?	9.4%	?	-7%	15%
Cc1nnc(NC(=O)C(=O)c2cc(C)n(-c3ccc(C)c(C)c3)c2C)s1	i	5%	.	-17%	-10%	0.7%	0%	-31%	.
COc1cccc(CNC(=O)c2sc3nc(C)cc(C)c3c2-n2cccc2)c1OC	i	4%	.	-22%	-1%	6.1%	?	-20%	.
CC1=C(C(N)=O)C(c2ccccc2F)n2nc(CCCO)nc2N1 (stereo not given)	i	-13%	-2.6	7%	10%	0.0%	-12%	-10%	21%
CC(=O)C(=Cc1ccc(C(=O)O)cc1)C(C)=O	i	-4%	-3.4	-4%	-9%	2.4%	0%	-15%	3%
COc1ccc(OC)c2[nH]c(=O)c(CCNC(=O)c3ccc4c(c3)OCO4)cc12	i	-16%	-1.1	?	-8%	-0.4%	-1%	-11%	4%
Cc1cccc(N2CCN(c3ccc(C(=O)O)cc3NC(=O)c3cccc(Cl)c3)CC2C)c1 (stereo not given)	i	6%	.	-9%	9%	6.4%	-38%	-22%	.
CCCCCOC(=O)C1=C(C)NC(=O)NC1c1ccc(N(C)C)cc1 (stereo not given)	?	-19%	0.1	-23%	2%	0.3%	-7%	-20%	-1%
Cn1c(SCc2ccc(F)cc2)nnc1-c1cccs1	i	14%	-2.0	.	1%	-0.1%	-23%	2%	1%
CC(C)CCn1c(-c2nonc2N)nc2ccccc21	i	-23%	-2.1	?	-13%	-0.2%	-13%	-15%	15%
Cc1cccc(NC(=O)C2CCN(S(=O)(=O)c3cccs3)CC2)n1	i	-18%	-1.2	?	-20%	-0.5%	29%	-4%	6%
COc1ccc(NC(=O)COC(=O)CNS(=O)(=O)/C=C/c2ccccc2)cc1OC	i	.	0.0	-24%	-5%	-0.1%	15%	-5%	9%
CN(CC(=O)Nc1ccc(N2CCOCC2)cc1)C(=O)c1cc(F)c(F)cc1Cl	i	6%	0.1	-2%	-5%	-0.6%	-1%	-7%	3%
COc1ccc(NC(=O)c2ccc3c(SCC(=O)O)c4c(nc3c2)CCCC4)cc1OC	i	-2%	.	20%	-8%	-0.8%	-11%	1%	.
COc1ccc(NS(=O)(=O)c2ccc3c(c2)N(C(C)=O)CCS3)cc1	i	.	0.1	-5%	-3%	-0.7%	-2%	-4%	13%
COC(=O)C1C(=O)OC(C)(C)C1C(C)C(=O)c1ccccc1 (stereo not given)	i	2%	-1.2	17%	1%	0.0%	5%	1%	-10%
Cc1ccc(NC(=O)/C(C#N)=C/c2ccc(-c3ccc(Cl)c(C(=O)O)c3)o2)cc1C	i	9%	.	5%	1%	3.9%	-26%	-11%	.
COC(=O)CSc1nc2c(c(-c3ccc(C)o3)c1C#N)CCCC2	i	4%	-1.1	.	-1%	-0.9%	0%	-3%	-1%
O=C(CSc1ccsc1[N+](=O)[O-])NCc1ccccc1	i	88%[activator]	0.4	?	-7%	14%	-2%	3%	-3%
Cc1cccc(C(=O)NCCC(=O)Nc2nc(C)c(Cc3ccc4c(c3)OCO4)s2)c1	i	-14%	-2.8	-13%	3%	0.1%	-3%	-26%	6%
CCOc1ccc(NC(=O)c2sccc2-n2cccc2)cc1	i	.	-3.3	?	?	24%	-10%	-25%	10%
COc1ccc(NC(=O)c2oc3ccccc3c2NC(=O)c2cc(=O)c3cc(Cl)ccc3o2)cc1	i	5%	.	-7%	-4%	0.5%	-14%	1%	.
COC(=O)C1=C(C)N(C(C)C)C(=O)C1(NC(C)=O)C(F)(F)F (stereo not given)	i	0%	-0.2	3%	2%	-0.6%	-4%	11%	8%
CCOC(=O)[C@]12CCC=C1N(Cc1ccc(Cl)cc1Cl)C(=O)[C@H](CC(=O)NCCCOC)C2	i	-6%	-0.8	.	.	0.2%	.	.	4%
Cc1ccc(-c2csc(Nc3ccccn3)n2)cc1	i	-30%	3.1	?	0%	3.2%	-16%	-4%	-2%
CCc1ccccc1NC(=O)Cn1c(=O)ccc2cc(S(=O)(=O)N3CCCC3)ccc21	i	-2%	.	.	-9%	-1.1%	-1%	-29%	.
Cc1cc2nc(C(C)(C)C)c(Cc3cccc(F)c3)n2c(C)c1Br	?	20%	0.6	.	.	0.6%	-18%	-10%	4%
CCOc1ccccc1NS(=O)(=O)c1cc2c3c(c1)CC(=O)N3CCC2	i	11%	-1.9	-15%	-1%	0.4%	-1%	-2%	3%
COc1ccc(NC(=O)N2Cc3ccccc3CC2C(=O)NC(C)(C)C)cc1 (stereo not given)	i	-2%	0.8	-6%	0%	0.6%	14%	-35%	10%
N#Cc1c(SCC(=O)OCc2ccccc2)nsc1SCC(=O)OCc1ccccc1	i	8%	-3.9	-14%	-25%	0.1%	4%	8%	-1%
COc1ccccc1NC(=O)COC(=O)C1CC1	?	0%	-3.5	3%	-3%	4.2%	-14%	-12%	3%
O=C(COc1ccc2c3c(c(=O)oc2c1)CCC3)NCC1CCC(C(=O)O)CC1 (stereo not given)	i	.	-0.7	2%	8%	-1.0%	22%	0%	12%

Screens from PubChem.

This is a random part of the collection. Share with any hit: about 4.3%.
